Screens (PubChem)
Myeloid diff MLP: myeloid differentiation induction; 360,000 tested, 1% active; ER-HoxA9 myeloid progenitors, lysozyme-GFP differentiation, flow cytometry; calls only at 10 µM;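 active = normalized GFP-positive differentiation at or above the plate's own cutoff, the solvent-only control mean plus 3 SD; inconclusive = no clear call, values can overlap the other calls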;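 also: cells exposed to compound for four days before flow analysis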
Siah-1 displacement: Siah-1 peptide-binding antagonists, primary screen, biochemical, fluorescence polarization, rhodamine-plectin, uHTS (AID 1817) | Siah-1 / rhodamine-plectin peptide fluorescence polarization; higher % means a stronger effect | one-dose displacement, % at 20 µM; IC50 in µM for titrated hits | 290,000 tested, 0.02% active;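 active = displacement of at least 50% at 20 µM, with a fluorescence ratio check between 0.3 and a set limit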;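 also: plate controls were Siah plus tracer with DMSO for no effect and tracer alone without Siah for full effect; strong numbers were not always called active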
human PMI inhibition: MPI enzyme activity inhibition – biochemical, fluorescence intensity, coupled assay, primary screen (AID 1209) | purified PMI enzyme, coupled fluorescence intensity; higher % means a stronger effect | inhibition, % at 20 µM; hits with a dose series show IC50 in µM | 190,000 tested, 0.42% active;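 also: plate controls were DMSO vehicle for no effect and wells lacking substrate for full effect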
TNAP activation fold: human TNAP enzyme activators, primary screen, biochemical, luminescent, no phosphate acceptor, uHTS (AID 1001); purified TNAP, luminescent activation assay, no phosphate acceptor; higher activation fold means a stronger effect; activation fold at 20 µM; hits with a dose series show EC50 in µM; 200,000 tested, 0.03% active; in the data active = activation fold from about 3, or a potency from the dose series; inactive = the rest, 99 in 100 with activation fold below about 1.6; also: many of its hits are not listed in these tables
XIAP displacement: XIAP antagonists, biochemical, IAP family, fluorescence polarization (AID 1018) | XIAP BIR domain, fluorescence polarization peptide displacement; higher % means a stronger effect | displacement, % at 20 µM, or IC50 in µM where a hit was titrated | 200,000 tested, 0.007% active; in the data active = displacement above about 50%; also: a part of the inactive calls stands beside numbers as strong as those of hits
RSV antiviral HEp-2: inhibition of RSV-induced cytopathic effect – HEp-2 cells, primary 10 µM value included (AID 2391); HEp-2 cells, RSV-induced CPE inhibition; higher % means a stronger effect; one-dose CPE inhibition, % at 10 µM; IC50 in µM for titrated hits; 310,000 tested, 0.13% active; in the data active = a potency from the dose series; inconclusive = CPE inhibition mostly from about 23% at the one dose, without a potency; inactive = the rest, 99 in 100 with CPE inhibition below about 21%; also: strong numbers were not always called active
WT yeast gro inh: growth inhibition of WT yeast, mitochondrial fusion screen; 190,000 tested, 2.1% active; inhibition, % at 10 µM; mitochondrial fusion phenotypic screen, WT strain; AID 1362; in the data active = inhibition above about 58%; tested in S. cerevisiae
PMI inhibition: human PMI inhibitors, high substrate, primary screen, biochemical, fluorescence intensity, high mannose 6-phosphate (AID 1220). one-dose inhibition, % at 20 µM; IC50 in µM for titrated hits. recombinant PMI enzyme, coupled fluorescence intensity; higher % means a stronger effect. 190,000 tested, 0.66% active
PhoP inhibition: PhoP-dependent GFP reporter repression – Salmonella Typhimurium, primary screen (AID 1863) | inhibition, % at 50 µM, or IC50 in µM where a hit was titrated | 300,000 tested, 0.16% active | S. Typhimurium PhoP-regulated promoter GFP reporter, 4 h; higher % means a stronger effect;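 active = inhibition over 29.93%, a cutoff 3 SD above the screen mean, later confirmed by dose response; inconclusive = inhibition over 29.93% but no dose response follow-up; inactive = inhibition at most 29.93% or unconfirmed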;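 also: 0% = low Mg2+ inducing control and 100% = high Mg2+ repressing control; strong numbers were not always called active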
WT yeast gro inh mutant strain: recorded beside WT yeast gro inh, whose call it bears; inhibition, %; mitochondrial fusion phenotypic screen, mutant strain inhibition
Myeloid diff MLP GFP+ MAC1+ %: further read-out of Myeloid diff MLP, marked with its call; GFP+ MAC1+ double positive, %; measured here: differentiation confirmed by MAC1 staining
* marks the source's active call; other numbers are inactive results; i = inactive; ? = inconclusive; . = not tested or not shown; & = joins results of further samples. Rule as the data show it, unless noted: active = inhibition above about 50%; inactive = the rest.

SMILES	Myeloid diff MLP	Myeloid diff MLP GFP+ MAC1+ %	Siah-1 displacement	human PMI inhibition	TNAP activation fold	XIAP displacement	RSV antiviral HEp-2	WT yeast gro inh	WT yeast gro inh mutant strain	PMI inhibition	PhoP inhibition
NC(=S)n1[nH]c(-c2ccc([N+](=O)[O-])cc2)c(N=Nc2cccc([N+](=O)[O-])c2)c1=O	i	0.1	15%	7%	1.3	-3.4%	.	23	-13	-3%	4%
COc1ccc(/C=C(\NC(=O)c2ccc(OC)cc2)C(=O)N2CCCCC2)cc1	i	0.2	4%	.	.	.	11%	.	.	.	-1%
O=C(COC(=O)c1ccc([N+](=O)[O-])o1)Nc1nc2ccccc2s1	i	0.3	-4%	.	.	.	1.4%	.	.	.	-5%
CCCN(CCC)CCCNC(=O)Cn1cnc2sc(C)c(S(=O)(=O)N3CCOCC3)c2c1=O	i	1.7	8%	.	.	.	0.4%	.	.	.	6%
O=C(NCc1ccccn1)c1ccc(CS(=O)(=O)Cc2ccc(Cl)cc2)o1	i	1.2	2%	-6%	1	-1.5%	1.6%	8	10	-6%	1%
CC1CCN(Cc2nnnn2CCCC(=O)N(C)C2CCOC2)CC1 (stereo unspecified)	i	4.4	0%	.	.	.	1.8%	.	.	.	-3%
Cc1ccc(NC(=O)c2ccc(OC(=O)COc3ccc(Cl)c(C)c3)cc2)cc1	i	0.4	-2%	-2%	1	-4.1%	1.8%	-3	-11	-5%	2%
O=C(Nc1ccc(N2CCN(C(=O)c3ccccc3)CC2)c(Cl)c1)c1ccc(Br)o1	i	0.2	0%	13%	1.1	-5.4%	.	49	6	8%	1%
O=C(CN1C(=O)C2CC=CCC2C1=O)Nc1nnc(SCc2c(Cl)cccc2Cl)s1 (stereo unspecified)	i	0.4	-2%	4%	1.1	-8.5%	14%	7	18	-7%	-16%
O=C(Cn1cnc2c(nc3n2CCCCC3)c1=O)Nc1cccc(C(F)(F)F)c1	i	0.3	1%	.	.	.	1.7%	.	.	.	-3%
CCCCCC(O)CCc1n[nH]c(=S)n1-c1ccccc1 (stereo unspecified)	i	0.7	-1%	9%	1	-5.6%	.	-6	-16	12%	0%
O=S1(=O)CC(N2CCOCC2)c2ccccc21 (stereo unspecified)	i	0.4	-5%	-5%	1.1	-5.2%	1.1%	-3	10	-12%	0%
C=CCn1c(SCc2c(C)noc2C)nc2ccccc2c1=O	.	.	6%	4%	1.1	-5.1%	4.9%	21	22	1%	-1%
Nc1ncccc1OCc1ccc(Cl)c(Cl)c1	i	0.3	1%	.	.	.	39%	.	.	.	11%
c1cc(CNC23CC4CC(CC(C4)C2)C3)ccn1	i	0.0	0%	-17%	1.1	13%	-2.3%	-9	12	-20%	-4%
COc1ccccc1CNc1ncnc2cc(Cl)ccc12	i	0.3	2%	-3%	1.1	-2.5%	.	-9	-13	-4%	2%
Cn1c(C(=O)N2CCCCCC2)cc2c(=O)n(C)c3ccccc3c21	i	2.9	-3%	-1%	0.8	-4.6%	0.8%	14	-4	-3%	5%
CCc1cc(C(=O)OC)c(NC(=O)C2CC(=O)NN2Cc2ccccc2)s1 (stereo unspecified)	i	5.1	2%	8%	1.1	-3.9%	2.2%	3	11	6%	1%
Cc1ccccc1NS(=O)(=O)c1cccc(-c2nnc(-c3ccccc3)o2)c1	i	0.6	16%	13%	1.1	1.8%	-0.6%	4	-7	14%	9%
Cc1ccc(C)c(Cn2c(=O)n(CCCC(=O)NCc3ccco3)c(=O)c3ccccc32)c1	i	0.2	18%	6%	1.1	-3.0%	7.6%	-2	-12	13%	16%
O=C(Nc1cccc(F)c1)C1CCN(c2nnnn2-c2ccccc2)CC1	i	1.2	-2%	5%	1.1	-6.2%	4.4%	4	14	-3%	-1%
CCOc1cc(NC(=O)C2CC2)c(OCC)cc1NC(=O)c1cccc(F)c1	i	0.5	12%	.	.	.	1.6%	.	.	.	10%
OCCN1CCN(Cc2cccc(Oc3ccc(Cl)cc3)c2)CC1	i	0.2	-3%	-1%	1.1	-2.4%	-1.4%	13	20	-1%	2%
CCn1c(SCC(=O)Nc2cccc(C(C)=O)c2)nnc1C(C)C	i	0.6	-2%	4%	1.1	-4.6%	-0.7%	-28	-9	0%	-7%
c1ccc(Cc2nc3ccccc3n2Cc2ccccc2)cc1	i	0.5	-6%	4%	0.8	-5.8%	1.9%	51	30	5%	-7%
Next results follow:
SMILES	Myeloid diff MLP	Myeloid diff MLP GFP+ MAC1+ %	Siah-1 displacement	human PMI inhibition	TNAP activation fold	XIAP displacement	RSV antiviral HEp-2	WT yeast gro inh	WT yeast gro inh mutant strain	PMI inhibition	PhoP inhibition
O=[N+]([O-])c1ccc(NC2CCCC2)cc1	i	0.7	-4%	2%	0.9	-3.0%	17%	3	8	7%	25%
O=C(NCCc1nnc2ccccn12)c1cccs1	i	2.1	4%	.	.	.	0.5%	.	.	.	0%
COc1ccc(C(c2nnnn2Cc2ccc(F)cc2)N2CCN(c3ccccc3)CC2)cc1 (stereo unspecified)	i	1.3	-2%	-2%	1	-1.5%	3.8%	32	27	1%	9%
COC(=O)Nc1ccc(S(=O)(=O)N(C)CC(F)(F)C(F)F)cc1	i	2.3	0%	-6%	1.1	-10%	0.6%	-27	-19	-12%	-7%
COC(=O)C1=C(C)NC(C)=C([N+](=O)[O-])C1c1ccccc1C(F)(F)F (stereo unspecified)	i	1.4&2.4	2%	-1%	1	3.7%	20%&19%	-1	2	-1%	0%&-2%
CCOC(=O)N1CCN(C(=O)CSCc2ccc(C)cc2)CC1	i	2.0	1%	-8%	1	-5.6%	-1.1%	-5	-2	-2%	6%
CC(C)N(C(=O)CSc1nc(COc2ccccc2)nc2ccccc12)C(C)C	i	0.2	4%	7%	1.1	-5.4%	69%	37	-22	1%	-2%
CC1=CC2=NC(=O)CC(C)(C(=O)N(CC(=O)NC3CCCC3)Cc3ccc(Cl)cc3)N2C=C1 (stereo unspecified)	i	1.6	3%	.	.	.	0.4%	.	.	.	2%
CC(C)(C)Sc1ccccc1S(=O)(=O)C(C)(C)C	i	0.1	1%	.	.	.	-0.1%	.	.	.	-3%
CCOC(=O)c1ccccc1N=N/C(C(C)=O)=C(/C)O	i	0.6	0%	4%	1	-7.2%	2.3%	-6	-3	3%	1%
O=C(Oc1ccc2c(-c3ccccc3)cc(=O)oc2c1)C1CCCCC1	i	1.0	0%	17%	1.1	-9.0%	1.7%	38	12	9%	27%
C=CCSC1=N/C(=C\c2ccc3c(c2)OCO3)C(=O)S1	i	0.4	2%	0%	0.9	-6.5%	1.1%	-1	9	10%	28%
CCOc1ccccc1/C=N/n1c(C)nc2ccccc2c1=O	i	0.6	-1%	.	.	.	0.7%	.	.	.	10%
CCNCCOC(c1ccccc1)c1ccccc1	i	1.2	4%	-2%	1.1	-2.1%	-0.3%	-19	2	-4%	-3%
CC(=O)NCCn1c(SCc2cccc([N+](=O)[O-])c2)nc2ccccc2c1=O	i	0.6	-5%	6%	1	-8.2%	-0.5%	5	5	9%	-12%
N#C/C(C(=O)N1CCCCC1)=C1\Nc2ccccc2S1	i	0.8	-2%	6%	1.1	-6.3%	1.0%	4	6	1%	1%
Oc1ccc(Br)cc1C1Nc2ccccc2S1 (stereo unspecified)	i	0.7	10%	.	.	.	7.7%	.	.	.	9%
COC(=O)Nc1ccc(OCC(=O)N2CCOCC2)cc1	i	0.5	4%	7%	1.2	-8.7%	2.5%	-8	-8	8%	-10%
C=CCn1c(CCC(=O)O)ccc1-c1ccc(OC)cc1	i	6.1	5%	16%	1.1	-7.4%	2.5%	.	.	11%	1%
Cc1cccc(OCC(=O)N2CCN(S(C)(=O)=O)CC2)c1	i	0.0	4%	-1%	1	1.7%	-0.9%	7	8	4%	2%
COC(=O)c1ccc(NC(=S)Nc2ccc(O)cc2)cc1	i	0.2	3%	-2%	1.1	-4.1%	1.9%	18	0	-3%	10%
COCCNC(=O)c1c[nH]c2ccc(S(=O)(=O)N3CCC4(CC3)OCCO4)cc2c1=O	i	1.1	2%	8%	1.1	-0.9%	.	13	25	7%	-6%
CCn1nc(NC(=O)c2ccncc2)c2cc3ccc(C)cc3nc21	i	8.9	4%	-7%	0.9	0.4%	2.1%	21	21	-2%	6%
CCCn1c(Oc2ccccc2)nc2c1c(=O)n(C)c(=O)n2C	i	0.3	14%	.	.	.	0.9%	.	.	.	-4%
O=C(C1CCC1)N1CCCc2cc(S(=O)(=O)N3CCN(c4ccccc4)CC3)ccc21	i	4.3	4%	.	.	.	?	.	.	.	1%
The results go on.
SMILES	Myeloid diff MLP	Myeloid diff MLP GFP+ MAC1+ %	Siah-1 displacement	human PMI inhibition	TNAP activation fold	XIAP displacement	RSV antiviral HEp-2	WT yeast gro inh	WT yeast gro inh mutant strain	PMI inhibition	PhoP inhibition
CCS(=O)(=O)c1ccc2oc(Nc3cc(C)cc(C)c3)nc2c1	i	0.7	-4%	14%	1	-6.7%	6.5%	6	11	11%	-5%
NC(=O)C1CC=CCC1C(=O)OCC(Cl)=C(Cl)Cl (stereo unspecified)	i	1.6	-2%	0%	1.1	-5.0%	1.2%	7	0	9%	2%
C/C(=N\NC(=O)NC1CCCCC1)c1ccc(Cl)s1	i	0.6	0%	.	.	.	0.7%	.	.	.	-2%
C=CCn1c(SCC(=O)Nc2ccc3c(c2)CCC3)nc2ccccc2c1=O	i	0.4	-2%	-4%	1	-4.1%	-1.1%	4	3	-3%	5%
O=C(Nc1ccccc1Sc1ccccc1)c1ccccc1	i	1.8	2%	5%	1.2	0.5%	1.8%	18	2	5%	-4%
O=C(Nc1ccc(Cl)c(Cl)c1)c1csc(-c2ccccc2)n1	i	0.8	0%	4%	1	-6.9%	-0.3%	12	1	2%	-12%
CC(C)C(NC(=O)c1ccccc1F)C(=O)OCC(=O)c1ccc(F)cc1 (stereo unspecified)	i	0.7	-1%	-4%	1.1	-0.7%	0.9%	-16	-3	-2%	-4%
COc1ccc2oc(=O)c(C(=O)NC(C)c3ccccc3)cc2c1 (stereo unspecified)	i	0.6	-4%	.	.	.	3.8%	.	.	.	-1%
CCOC(=O)c1c(C)c(C(=O)NCc2ccc(OC)cc2)c(C)n1C	i	0.3	0%	-3%	1.1	-7.9%	1.1%	-12	-11	-7%	-8%
O=C(CN(Cc1ccccc1)S(=O)(=O)c1ccccc1)NC1CC1	.	.	3%	7%	1.1	-4.2%	0.5%	-3	-5	9%	-6%
O=S(=O)(N/N=C/c1cccc(OC2CSC2)c1)c1ccccc1	i	0.9	1%	-7%	1	-8.5%	0.9%	-9	0	1%	-10%

Ordered by value in human PMI inhibition (largest number first): three from the list above
compound | Myeloid diff MLP GFP+ MAC1+ % | Siah-1 displacement | human PMI inhibition | TNAP activation fold | XIAP displacement | RSV antiviral HEp-2 | WT yeast gro inh mutant strain | PMI inhibition | PhoP inhibition
O=C(Nc1ccc(Cl)c(Cl)c1)c1csc(-c2ccccc2)n1 | 0.8 | 0% | 4% | 1 | -6.9% | -0.3% | 1 | 2% | -12%
CC(C)C(NC(=O)c1ccccc1F)C(=O)OCC(=O)c1ccc(F)cc1 (stereo unspecified) | 0.7 | -1% | -4% | 1.1 | -0.7% | 0.9% | -3 | -2% | -4%
O=S(=O)(N/N=C/c1cccc(OC2CSC2)c1)c1ccccc1 | 0.9 | 1% | -7% | 1 | -8.5% | 0.9% | 0 | 1% | -10%
